BoNT A protease: inhibitors of Botulinum neurotoxin A light chain protease; multiplex microsphere protease substrate cleavage, flow cytometry; inhibition, % at 10 µM; hit rate 0.17% among 360,000; further: plate controls were buffer without enzyme for full effect and enzyme alone for no effect
DUSP3 inh: blocks human VHR1 dual specificity phosphatase. P51452. recombinant VHR phosphatase, pNPP absorbance. inhibition, % at 13.3 µM. hit rate 0.52% among 290,000. AID 1654; in the data active means inhibition above about 50%; further: some compounds called inactive have numbers as strong as hits
Anthrax LF prot: blocks Bacillus anthracis lethal factor protease; P15917; multiplex microsphere protease cleavage assay, LF; inhibition, % at 10 µM; hit rate 0.12% among 360,000; further: plate controls were buffer without enzyme for full effect and enzyme alone for no effect
PfHsp40 rescue: restores yeast growth despite PfHsp40 toxicity | hit rate 0.68% among 340,000 | S. cerevisiae expressing PfHsp40, growth rescue, ATP luminescence | growth rescue, % at 12.5 µM; in the data active means growth rescue above about 28%, passing the limit was not always enough; inconclusive means no clear call, values can overlap the other calls;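 further: yeast W303a lacking pdr1 and pdr3 grown in galactose medium; growth measured after three days at 30 °C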
TcdB inh: blocks C. difficile toxin B glycohydrolase activity; TcdB glycohydrolase enzymatic assay, plate reader; inhibition, % at 9.99 µM; hit rate 0.24% among 350,000; AID 652162; in the data active means inhibition above about 10%
Y pestis TopoI: blocks Yersinia pestis topoisomerase I activity; Y. pestis Topo-I cleavage product accumulation, plate reader; activity, % at 10 µM; hit rate 0.064% among 360,000; in the data active means activity above about 50%, passing the limit was not always enough; inconclusive means no clear call, values can overlap the other calls; further: inactives centre near 2
CCHF vOTU inh: blocks the CCHF virus ovarian tumor domain protease | CCHFV vOTU protease, Pep-AMC fluorescence | inhibition, % at 11.5 µM | hit rate 0.55% among 370,000; in the data active means inhibition above about 30%; further: 0% = vehicle wells with enzyme and 100% = no enzyme wells
SARS 3CLpro inh: SARS-CoV 3CLpro protease inhibition; P0C6X7; inhibition, % at 6 µM; hit rate 0.14% among 290,000; recombinant SARS-CoV 3CLpro, quenched FRET peptide cleavage; in the data active means inhibition above about 12%
SSB-PriA inh: inhibitors of Klebsiella pneumoniae PriA binding to SSB C-terminal tail. AlphaScreen SSBct-PriA binding, biotinylated peptide. inhibition, % at 33 µM. hit rate 0.6% among 430,000; in the data active means inhibition mostly above about 37%, no sharp cut-off; inactive means mostly below about 20%;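 further: plate controls were negative control peptide for no effect and reference peptide for full effect; strong numbers were not always called active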
Vc quorum ag: quorum light induction in luxS cqsA deficient V. cholerae; V. cholerae BH1578 lux reporter, luminescence, 6 h; activation, % at 18.7 µM; hit rate 0.16% among 350,000; AID 588436; in the data active means activation mostly above about 9.7%, no sharp cut-off; inconclusive means no clear call, values can overlap the other calls; inactive means mostly below about 3.7%; further: not every result past the cut was called active; inactives centre near 0; reference of the scale not given here
An asterisk follows results filed as active; i = inactive; ? = inconclusive; / = not tested or not shown; & = joins results of further samples. Unless noted, no stated cut-off is given here; in the data, active means inhibition above about 30%; inconclusive means no clear call, values can overlap the other calls; inactive means below that. Only part of the results is shown; the hit share may differ from the screen's.

SMILES	BoNT A protease	DUSP3 inh	Anthrax LF prot	PfHsp40 rescue	TcdB inh	Y pestis TopoI	CCHF vOTU inh	SARS 3CLpro inh	SSB-PriA inh	Vc quorum ag
COC(=O)C1=C(C(=O)OC)SC2(S1)C(C(=O)OC)=C(C(=O)OC)SC1=C2c2cc(C)cc(C)c2NC1(C)C	-1.4	-10	-3	0.8	/	6	17	9	10	i
COCCCn1c(=O)/c(=C\c2ccccc2OC(C)C)s/c1=C(/C#N)C(=O)Nc1ccc(C(=O)O)cc1	-0.2	32	1	0.6	1.5	-3	-5	-7	/	-0.4
COc1ccc(CC(NC(C)=O)C(=O)NC2CCN(C(=O)c3ccc([N+](=O)[O-])cc3)CC2)cc1OC (configuration not stated)	-0.2	15	-4	1.1	0.3	2	-12	0	0	i
Cn1nnnc1SCCNS(=O)(=O)c1ccccc1	0.0	11	-2	-0.5	/	2	5	-2	-14	0.0
CCn1cc(C(=O)NP(=O)(Nc2ccc(C)cc2)Nc2ccc(C)cc2)c2ccccc21	-0.8	6	4	3.7	0.4	5	5	7	-1	-0.5
Cc1ccc(S(=O)(=O)NN)c(C)c1N1CCCC1=O	-0.5	29	-8	2.8	0.2	-4	-11	6	4	i
O=C(CSCc1ccccc1)N=Nc1c(O)[nH]c2ccccc12	-0.4	17	0	-0.2	-0.8	-6	2	-2	3	i
O=C(NCc1ccccc1)c1ccc2c(=O)n(CC3CCCO3)c(=S)[nH]c2c1 (configuration not stated)	-0.1	25	-1	1.2	/	5	8	1	-4	i
CCOC(=O)C(NC(=O)CC)(Nc1ccc(S(=O)(=O)Nc2ncccn2)cc1)C(F)(F)F (configuration not stated)	0.0	23	-1	0.6	/	5	-4	1	-10	i
Cn1nnnc1SCc1ccc(C(=O)Nc2ccc(Br)cc2)cc1	1.3	35	-4	-1.5	/	6	-3	-1	-8	/
CC(C)c1ccc(OCC(=O)NC(Cc2c[nH]c3ccccc23)C(=O)O)cc1 (configuration not stated)	0.2	-2	1	0.4	-0.1	-7	0	1	-11	i
O=C(NC(=S)Nc1ccc(Cl)cc1Cl)C1CC1	-0.4	27	0	1.7	0.9	4	-4	6	-10	i
CC1Cc2ccccc2N1C(=O)c1ccc2nccnc2c1 (configuration not stated)	0.7	15	-1	-0.3	-0.1	3	-8	0	-9&-8	i
O=[N+]([O-])c1cccc(S(=O)(=O)Nc2ccc(Cc3ccncc3)cc2)c1	/	27	/	-0.7	0.3	-2	1	1	0	-0.7
CC1(C(=O)NS(=O)(=O)c2cccc(F)c2)CCN1C(=O)C1(c2ccc(Cl)cc2)CCC1 (configuration not stated)	-0.5	/	0	/	-3.2	1	-3	/	/	-0.4

SMILES	BoNT A protease	DUSP3 inh	Anthrax LF prot	PfHsp40 rescue	TcdB inh	Y pestis TopoI	CCHF vOTU inh	SARS 3CLpro inh	SSB-PriA inh	Vc quorum ag
COc1ccc(C(=O)NC(=S)Nc2ccccc2N2CCCCC2)cc1[N+](=O)[O-]	0.3	10	-1	1.9	/	-1	5	2	22	-0.2
COC(=O)C(CCSC)NC(=O)/C=C/c1ccc(OC)cc1 (configuration not stated)	-0.2	-22	-1	0.6	0.5	7	-1	3	-2	1.4
COc1ccc(C(=O)N(C)Cc2ccc(OC)c(OC)c2OC)cc1S(=O)(=O)N1CCOCC1	0.0	/	-1	0.9	0.7	4	3	/	-14	1.1
C=CCn1c2ccccc2c2nnc(SCCN3CCOCC3)nc21	-0.6	-4	5	1.7	0.2	2	-1	1	-2	-0.3
COc1ccc(C(=O)N(C)C2CCCCC2)cc1OC1CCN(C(C)C)CC1	-0.7	10	2	-1.9	3.6	5	-4	0	5	-0.3
CC(=O)c1ccc(NC(=O)c2noc3c2CCCCC3)cc1	-0.5	14	4	0.8	/	6	-12	0	-11	i
Cc1nc2c(Cl)cccc2[nH]1	0.2	-6	-5	1.0	/	4	5	6	-3	-7.1
CC(=O)Nc1ccc(C(=O)COC(=O)C2CC2C)c(F)c1 (configuration not stated)	-1.6	/	-1	-0.9	-0.5	6	0	/	-3	i
COc1ccc(C(=O)NC2CC3CCCC(C2)N3CC(C)C)cc1OC (configuration not stated)	0.7	7	0	0.5	/	-2	0	-1	-2	1.6
O=C(Cn1cnc2c(cnn2-c2ccccc2)c1=O)Nc1ccc(S(=O)(=O)N2CCOCC2)cc1	1.0	7	-1	1.8	/	-13	-4	0	2	-0.2
Cc1csc(-c2cnn(-c3ccccc3)c2NC(=O)c2ccccc2)n1	-1.5	15	-6	1.1	/	-8	-3	-3	-10	-2.5
CC(Sc1nnc(NC2CCCCC2)s1)C(=O)Nc1ccc2c(c1)C(=O)c1ccccc1C2=O (configuration not stated)	0.2	-10	1	0.3	/	-9	-8	2	5	i
CC[C@]12c3[nH]c4cc(CCC(=O)N(C)C)ccc4c3CCN1C(=O)[C@@H](CC(=O)NCCc1ccccn1)C[C@@H]2C(=O)N1CCN(C(=O)c2ccco2)CC1	-0.3	/	-1	0.1	0.2	16	-5	/	-4	-0.2
CCOC(=O)c1c(N)sc(C(=O)N2CCOCC2)c1C	-0.1	13	2	-1.0	/	1	11	-9	-6	-0.9
N#Cc1ccc(N2CCN(C(=O)c3cccs3)CC2)c(F)c1	-1.2	-35	-6	0.8	-1.1	-1	6	-2	-15	i

Record cards (already shown):
CC(=O)Nc1ccc(C(=O)COC(=O)C2CC2C)c(F)c1 (configuration not stated) as listed: BoNT A protease: -1.6; DUSP3 inh: /; Anthrax LF prot: -1; PfHsp40 rescue: -0.9; TcdB inh: -0.5; Y pestis TopoI: 6; CCHF vOTU inh: 0; SARS 3CLpro inh: /; SSB-PriA inh: -3; Vc quorum ag: i
N#Cc1ccc(N2CCN(C(=O)c3cccs3)CC2)c(F)c1 as listed: BoNT A protease: -1.2; DUSP3 inh: -35; Anthrax LF prot: -6; PfHsp40 rescue: 0.8; TcdB inh: -1.1; Y pestis TopoI: -1; CCHF vOTU inh: 6; SARS 3CLpro inh: -2; SSB-PriA inh: -15; Vc quorum ag: i

Next section:
SMILES	BoNT A protease	DUSP3 inh	Anthrax LF prot	PfHsp40 rescue	TcdB inh	Y pestis TopoI	CCHF vOTU inh	SARS 3CLpro inh	SSB-PriA inh	Vc quorum ag
Nc1cc(S(=O)(=O)N2CCCCC2)ccc1Oc1ccc(Cl)cc1	1.1	33	-1	8.1	3.5	22	7	4	-20	i
CC(=O)c1c(C)[nH]c(C(=O)Nc2nc(-c3ccccc3)c(C)s2)c1C	-0.9	-18	-3	1.0	/	-14	-9	4	-8	i
Cc1cccc(CCNC(=O)C2CCN(S(=O)(=O)N3CCOCC3)CC2)c1	-0.8	4	2	?	-0.3	-3	4	2	-10	-0.4
CCN(CC)c1ccc(NC(=O)CN2CCN(CC(=O)Nc3ccc(F)cc3)CC2)cc1	-0.3	7	-6	-0.1	/	14	6	-6	11	-3.0
Cc1ccc(NC(=S)N2CCN(C(=O)c3ccccc3)CC2)c(C)c1	0.1	22	-4	-0.4	0.7	1	-2	1	3	i
COc1cc(C2C(C(=O)/C=C/c3ccccc3)=C(O)C(=O)N2c2ccccn2)ccc1O (configuration not stated)	3.4	1	0	-0.2	5.3	-17	1	-2	4	-0.3
CCN(CC)CCN1c2ccccc2Sc2ccccc21	-0.2	0	0	0.6	-1.6	-2	5	-3	-3	-0.8
CC(=O)Oc1cccc(N2C(=O)C3CC=CCC3C2=O)c1 (configuration not stated)	0.6	15	-1	1.8	/	1	6	10	-12	-2.0
CN1C(=O)C2(OCC(CO)([N+](=O)[O-])CO2)c2ccccc21 (configuration not stated)	-0.4	9	13	2.2	1.2	1	-15	-6	-1	-1.4
O=C(O)C1CCN(c2ccc(Cl)nn2)CC1	-0.4	16	0	0.5	-0.3	2	-6	-2	-8	-0.3
Cc1ccc(-n2c(C)cc(/C=N\NC(=O)CC(=O)NC(C)C)c2C)cc1	-3.2	-8	-2	-1.6	-0.6	-3	-10	8	/	-0.1
Cc1cc(C(=O)Nc2ccccc2C(=O)O)ccc1NC(=O)COc1cccc(C)c1C	0.4	35	0	1.4	1.0	10	-4	-7	-16	-0.3
CCOc1cccc(CN2CCCC(C(=O)c3cccc(C(F)(F)F)c3)C2)c1O (configuration not stated)	-0.9	21	-2	-1.3	0.3	5	2	8	2	i
O=C(c1cnn2c(C(F)F)cc(-c3ccccc3)nc12)N1CCN(Cc2ccc3c(c2)OCO3)CC1	1.2	45	0	-0.8	1.5	6	10	0	1	-0.2
COc1ccc(NC(=O)CSCC(=O)NCc2cccc(C(F)(F)F)c2)cc1	/	/	/	1.0	1.1	14	14	/	1	i

SMILES	BoNT A protease	DUSP3 inh	Anthrax LF prot	PfHsp40 rescue	TcdB inh	Y pestis TopoI	CCHF vOTU inh	SARS 3CLpro inh	SSB-PriA inh	Vc quorum ag
c1cncc(-c2cnc3ccccc3c2)c1	-0.6	/	-9	1.3	0.4	0	-4	/	2	i
CCN1CCN(C(c2cccnc2)c2cc(Cl)c3cccnc3c2O)CC1 (configuration not stated)	1.6	34	-1	1.2	/	14	5	2	86	-0.2
CCn1c(SCC(=O)Nc2ccccc2C(=O)OC)nnc1-c1ccc(N)cc1	-0.1	10	1	-1.6	/	17	7	3	-8	-0.2
Cc1ccc(CSc2nc3c(c(N(C)C)n2)CCCC3)cc1	0.2	17	-7	0.7	/	59*	8	-5	-61	i
CC(C)(C)C(=O)N1CCN(c2ccc(Cl)cc2[N+](=O)[O-])CC1	0.1	-10	-2	1.3	0.2	6	-9	-1	23	-0.2
CCn1c(C)c(C(C)=O)c(N2CCC(C(N)=O)CC2)nc1=S	-0.3	0	-4	-0.5	/	4	4	4	6	-0.3

Gathered by group, the compounds so far with an aryl thioether with sulfur outside any ring.
SMILES	BoNT A protease	DUSP3 inh	Anthrax LF prot	PfHsp40 rescue	TcdB inh	Y pestis TopoI	CCHF vOTU inh	SARS 3CLpro inh	SSB-PriA inh	Vc quorum ag
Cn1nnnc1SCCNS(=O)(=O)c1ccccc1	0.0	11	-2	-0.5	/	2	5	-2	-14	0.0
Cn1nnnc1SCc1ccc(C(=O)Nc2ccc(Br)cc2)cc1	1.3	35	-4	-1.5	/	6	-3	-1	-8	/
C=CCn1c2ccccc2c2nnc(SCCN3CCOCC3)nc21	-0.6	-4	5	1.7	0.2	2	-1	1	-2	-0.3
CC(Sc1nnc(NC2CCCCC2)s1)C(=O)Nc1ccc2c(c1)C(=O)c1ccccc1C2=O (configuration not stated)	0.2	-10	1	0.3	/	-9	-8	2	5	i
CCn1c(SCC(=O)Nc2ccccc2C(=O)OC)nnc1-c1ccc(N)cc1	-0.1	10	1	-1.6	/	17	7	3	-8	-0.2
Cc1ccc(CSc2nc3c(c(N(C)C)n2)CCCC3)cc1	0.2	17	-7	0.7	/	59*	8	-5	-61	i

Source: PubChem BioAssay
